Tau fibril FP: qHTS for Inhibitors of Tau Fibril Formation, Fluorescence Polarization | Microtubule-associated protein tau (Homo sapiens), P10636 | K18 P301L tau heparin fibrillization, Alexa594 FP, 6 h | Potency, µM (top dose mostly 57.7 µM), for inactives: top-dose activity, negative = inhibition, hits mostly inhibitors | 280,000 tested, 0.39% active; note: nearly all actives have a fitted effect of over 55% in size
Target sequence (P10636 561-689 P618L limits assumed): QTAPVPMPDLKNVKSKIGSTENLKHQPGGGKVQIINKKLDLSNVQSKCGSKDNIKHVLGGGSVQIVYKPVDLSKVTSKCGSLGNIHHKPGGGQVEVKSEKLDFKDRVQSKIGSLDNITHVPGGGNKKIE
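Recombinant K18 P301L […], labeled with Alexa 594 at 0.24 uM over 15 uM unlabeled; heparin inducer 20 uM final; 37 C, 6 hr; FP endpoint.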
Tau ThT inhib: qHTS for Inhibitors of Tau Fibril Formation, Thioflavin T Binding. 270,000 tested, 2.1% active. recombinant tau K18 P301L (four-repeat tau fragment), heparin-induced fibrillization, ThT fluorescence. Potency, µM (highest dose often 57.4 µM), without a hit: top-dose activity, negative = inhibition, hits mostly inhibitors; note: nearly all actives have a fitted effect of over 55% in size
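K18 P301L tau (15 uM + 0.24 uM Alexa 594-tagged), heparin 20 uM, NaOAc pH 7, 6 h 37 C; ThT 30 uM, 1 h RT, ex 450/em 510 nm.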
L3MBTL1 inh: qHTS Assay for the Inhibitors of L3MBTL1; Lethal(3)malignant brain tumor-like protein 1 (Homo sapiens), Q9Y468; AlphaScreen L3MBTL1–H3K9me1 peptide binding; Potency, µM (highest dose often 57.1 µM), without a hit: at the highest dose activity, negative = inhibition, usual class: inhibitors; 230,000 tested, 0.66% active; AID 485360, 2010; note: nearly all actives have a fitted effect of over 60% in size
Target sequence (Q9Y468 whole entry, looked up): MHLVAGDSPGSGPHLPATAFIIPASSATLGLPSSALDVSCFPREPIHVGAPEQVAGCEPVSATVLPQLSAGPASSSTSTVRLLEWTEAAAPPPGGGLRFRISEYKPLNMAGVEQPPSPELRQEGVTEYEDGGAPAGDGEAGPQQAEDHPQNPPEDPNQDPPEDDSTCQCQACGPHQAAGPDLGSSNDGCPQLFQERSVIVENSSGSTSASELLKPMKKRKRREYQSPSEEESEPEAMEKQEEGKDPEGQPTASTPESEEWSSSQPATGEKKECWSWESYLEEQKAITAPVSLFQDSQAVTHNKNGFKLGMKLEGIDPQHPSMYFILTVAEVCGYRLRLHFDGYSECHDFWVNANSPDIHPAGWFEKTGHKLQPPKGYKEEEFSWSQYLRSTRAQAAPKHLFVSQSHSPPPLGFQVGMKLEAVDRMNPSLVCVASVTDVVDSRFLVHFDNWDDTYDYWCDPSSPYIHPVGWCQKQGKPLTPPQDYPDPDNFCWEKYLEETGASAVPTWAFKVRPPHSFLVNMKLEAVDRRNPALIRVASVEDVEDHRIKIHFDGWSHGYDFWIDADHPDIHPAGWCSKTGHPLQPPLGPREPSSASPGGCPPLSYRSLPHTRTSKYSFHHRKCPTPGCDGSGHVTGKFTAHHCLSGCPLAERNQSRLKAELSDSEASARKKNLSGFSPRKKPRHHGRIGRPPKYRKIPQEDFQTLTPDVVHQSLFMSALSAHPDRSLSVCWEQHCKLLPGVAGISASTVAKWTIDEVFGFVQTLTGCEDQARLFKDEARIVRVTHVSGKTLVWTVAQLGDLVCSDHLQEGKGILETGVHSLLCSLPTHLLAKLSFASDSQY
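Read-out is AlphaScreen signal from streptavidin donor and nickel chelate acceptor beads (10 ug/mL final each) bridging L3MBTL1 (50 nM) and biotinylated K9-monomethylated H3(1-15) peptide (75 nM), after 30 min compound exposure at room temperature.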
TexasRed fluor: Total Fluorescence Counterscreen for Inhibitors of the Interaction of Thyroid Hormone Receptor and Steroid Receptor Coregulator 2; TRb/SRC2 Texas Red total fluorescence interference; Potency, µM (titrated, usually from 106 µM), for the others: top-dose fluorescence change, negative = quenching; 280,000 tested, 0.29% active; active = well fitted curve in either direction with a large enough effect; inconclusive = small, poorly fitted or top-dose-only effect
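Flags fluorescent or light-absorbing compounds by total fluorescence, S + 2P, at 555 nm excitation and 632 nm emission. Mixture: 20 nM Texas Red SRC2 peptide, 0.6 uM human TRb LBD, 1 uM T3, 5% DMSO; compound exposure 5 h at ambient temperature.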
RGS12 GoLoco inh: qHTS Assay for Inhibitors of RGS12 GoLoco Motif Activity (Red Fluorophore); Guanine nucleotide-binding protein G(i) subunit alpha-1 (Homo sapiens), P63096; Gai1:RGS12 GoLoco peptide FP, rhodamine, 10 min; Potency, µM (series often up to 61.6 µM), inactives show top-dose activity, negative = inhibition, most hits filed as inhibitors; 230,000 tested, 0.44% active; AID 880, 2007; active = well fitted inhibition curve with a large enough effect, not every such curve was filed as active; inactive = no such curve, though single readings can be large or run the other way; note: nearly all actives have a fitted effect of over 30% in size; many of its hits are not listed in these tables
TRb SRC2 PPI: qHTS for Inhibitors of the Interaction of Thyroid Hormone Receptor and Steroid Receptor Coregulator 2; TRbeta-SRC2 peptide binding, fluorescence polarization; receptor liganded with 1 µM T3; Potency, µM (doses to about 106 µM), for inactives: at the highest dose activity change, negative = inhibition, usual class: inhibitors; 280,000 tested, 0.065% active;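 note: plate controls were bound peptide for no effect and peptide without receptor for full effect; nearly all actives have a fitted effect of over 50% in size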
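Read-out is fluorescence polarization (555 nm excitation, 632 nm emission) of a Texas Red SRC2 coactivator peptide; loss of signal reflects blocked binding to human TRb ligand-binding domain in the presence of 1 uM T3.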
KDM4E inh: qHTS Assay for Inhibitors of Human Jumonji Domain Containing 2E (JMJD2E); Lysine-specific demethylase 4E (Homo sapiens), B2RXH2; JMJD2E catalytic domain, FDH-coupled NADH fluorescence (FDH is formaldehyde dehydrogenase); Potency, µM (highest dose often 57.1 µM), for the others: at the top dose activity change, negative = inhibition, most hits filed as inhibitors; 230,000 tested, 1.6% active; AID 2147, 2009; active = well fitted inhibition curve with a large enough effect, not every such curve was filed as active; inconclusive = small, poorly fitted or top-dose-only effect, or another doubt; inactive = no such curve, though single readings can be large or run the other way;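 note: 0% = wells with enzyme and -100% = buffer wells without enzyme; nearly all actives have a fitted effect of over 50% in size; many of its hits are not listed in these tables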
RECQ1 helicase: qHTS Assay for Inhibitors of RecQ-Like Dna Helicase 1 (RECQ1) | ATP-dependent DNA helicase Q1 (Homo sapiens), P46063 | RECQ1 DNA unwinding, red fluorescence kinetic read | Potency, µM (series often up to 57.3 µM), without a hit: at the highest dose activity, negative = inhibition, hits mostly inhibitors | 240,000 tested, 0.54% active | AID 2549, 2010;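 note: plate controls were vehicle for no effect and no enzyme for full effect; nearly all actives have a fitted effect of over 30% in size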
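RECQ1T1 50 nM; forked duplex (20 bp + 30-nt ss tails) 200 nM, ATP 2 mM final; pH 8.0, 2 mM MgCl2, 2.5 ug/ml poly(dI-dC); 15 min compound preincubation; discontinuous kinetic read over 2 h at RT.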
* = called active by the depositor; i = inactive; ? = inconclusive; . = not tested or not shown; & = joins results of further samples; [ ] = dose if it differs, or a comment. Unless noted, calls come from the whole dose curve; as a rule, active = well fitted curve in the direction sought with a large enough effect; inconclusive = small, poorly fitted or top-dose-only effect, or another doubt; inactive = no such curve, though single readings can be large; an effect the other way counts as inactive or inconclusive. Unless noted, % is set by controls: 0 for no effect and ±100 for the full control effect; potency is the fitted concentration of half-maximal effect. These rows are one share of the data, so the mix of outcomes need not match the whole.

structure	RGS12 GoLoco inh	RECQ1 helicase	TexasRed fluor	KDM4E inh	L3MBTL1 inh	Tau fibril FP	Tau ThT inhib	TRb SRC2 PPI
COc1ccc(OC)c(/C=N/n2c(-c3n[nH]c4c3CCC4)n[nH]c2=S)c1	7%	i	-1%	?	42%	9%	?	-3%
CCOc1ccc(C(=S)N2CCOCC2)cc1	1%	-9%	0%	4%	-9%	5%	3%	-17%
O=c1cc(O)n(-c2ccc(F)cc2)c(=S)[nH]1	157%	0%	0%	-7%	.	1%	1%	4%
CC1CCc2nn(CC(=O)NC3CCCC3)cc2C1 (stereo unspecified)	5%	-12%	-1%	-1%	-1%	-3%	0%	7%
O=C(CSc1nnc2ccccn12)NNC(=O)c1ccccc1	6%	-19%	-1%	?	6%	-6%	-1%	-1%
Cc1cc2c(cc1C)NC(CC(=O)Nc1cccc(C)c1C)C(=O)N2 (stereo unspecified)	.	.	8%	.	.	5%	-12%	7%
CCCCN(CC)CCCNC(=S)Nc1ccc2nc(N3CCN(C)CC3)cc(C)c2c1	1%	i	-1%	?	.	2%	-15%	-10%
O=C(CSc1nnc(CNC(=O)c2cccs2)o1)Nc1ccc2c(c1)OCO2	7%	-3%	1%	-9%	.	10%	-13%	-3%
Cc1cc2nc3c(=O)n(C)c(=O)n(C)c3nc2cc1N=CN(C)C	.	.	?	.	.	-3%	-7%	6%
Cn1c(=O)c(NC2CCCCC2)c2c3c(cccc31)C(=O)c1ccccc1-2	0.79µM*	i	4%	-6%	37%[activator]	-1%	-15%	3%
COC(=O)c1ccccc1NS(=O)(=O)c1cn(C)c(=O)n(C)c1=O	11%	-9%	-3%	1%	-9%	-5%	-4%	-4%
Cc1ccc2nc(/C=C/c3cccc(F)c3)ccc2c1	4%	i	-1%[53 µM]	?	26%	-10%	-15%	-4%[53 µM]
CCCN(CCC)CCCNC(=O)C1CCN(S(=O)(=O)c2cccc3nsnc23)CC1	.	.	0%	.	.	3%	-4%	6%
Cc1csc(NC(=O)C2CCN(S(=O)(=O)c3ccccc3F)CC2)n1	-1%	-6%	-1%	2%	-3%	-3%	3%	-3%
Clc1nc(-c2ccccn2)nc2scc(-c3ccccc3)c12	-11%	-7%	1%	0%	-15%	9%	1%	-9%
COc1ccc(NS(=O)(=O)c2ccc(I)cc2)cc1N1CCN(C)CC1	-4%	-6%&-4%	0%&-5%	?	.	7%	-12%	-8%&-4%
CN(Cc1ccccc1)C(=O)c1ccc(CSc2nc3cccnc3n2Cc2ccccc2)cc1	.	.	6%	.	.	12%	-10%	4%
COc1ccc(-c2cc(-c3ccc(N)cc3)nc(N)c2C#N)cc1OC	12%	3%	-8%[53 µM]	?	46%[activator]	14%	?	13%[53 µM]
C=CC1CO1 (stereo unspecified)	14%	-12%	-2%	.	.	.	.	-8%
COC(=O)c1cc2oc(C)cc2n1Cc1ccc(Br)cc1F	.	.	0%	.	.	-11%	?	-3%
COc1cccc2sc(N(Cc3cccnc3)C(=O)c3ccc4c(c3)OCCO4)nc12	.	.	-1%	.	.	0%	-2%	-5%
Cc1ccc(C(=O)NCCSC(C)(C)C)cc1	-4%	-6%	-1%	7%	.	-5%	-13%	-2%
COc1ccc2c(c1)c(=O)c(C(=O)c1ccc(F)cc1)cn2CC(=O)Nc1ccc(F)cc1	9%	i	-1%	-6%	-1%	-3%	-17%	-2%
CCN(CC)c1ccc2ccc(=O)oc2c1	17%	-5%	0%	?	30%[activator]	-1%	-16%	-7%
CN1c2ccccc2C(=O)/C(=C\Nc2ncccn2)S1(=O)=O	2%	-10%	2%	?	-2%	-5%	-6%	-8%
COc1ccc(C(=O)NNC(=O)CCn2nnc(-c3ccc(C)cc3)n2)cc1OC	5%	i	-1%	4%	4%	0%	-3%	1%
CC1=CC(C)(C)N(S(=O)(=O)c2ccc(F)cc2)c2ccc(C)cc21	2%	-18%	-2%	0%	.	-1%	-12%	4%
Cc1ccc(CNC(=O)CCCn2nc(C)c3c(C)n(-c4ccccc4)nc3c2=O)cc1	.	.	-1%	.	.	5%	-4%	-5%
Cc1ccc(Cn2c(C)cc3c(c2=O)C(c2cccs2)C(C#N)=C(N)O3)cc1 (stereo unspecified)	14%	-5%	-5%	-4%	2%	-15%	4%	-5%
CCOc1ccc(-c2noc(CCC(=O)O)n2)cc1	3%	-4%	5%	3%	.	-3%	-9%	3%
Cc1cccc(CSc2nnc(NC(=O)CSc3nnc(C)s3)s2)c1	7%	-3%	-1%	-5%	2%	4%	?	3%
N#C/C(=N\Nc1ccc(F)cc1)C(=O)C1CC1	0%	i	-7%	2%	-14%	11%	-17%	-2%
CC(OC(=O)c1ccncc1)C(=O)Nc1cc(S(=O)(=O)N2CCCCC2)ccc1Cl (stereo unspecified)	5%	0%	7%	2%	-10%	6%	13%	5%
COc1cccc(C(=O)NCC(=O)n2nc(C)cc2C)c1	.	-16%	-2%	-3%	1%	7%	-2%	-12%
O=c1cc2nc(-c3ccccc3)nc(SCc3cccc(Br)c3)n2[nH]1	.	.	-3%	.	.	-16%	-11%	-4%
COc1ccccc1-c1nnc(SCC(=O)Nc2ccccc2F)o1	.	.	-23%	.	.	7%	3%	0%
COc1cc(C(=O)NCCCc2nc3ccccc3n2CC(C)C)cc(OC)c1OC	.	.	-1%	.	.	6%	-6%	-2%
Cn1c(=S)n(/N=C/c2cccs2)c2ccccc21	-5%	3%	0%	-6%	-17%	?	-11%	1%
CN1CCN(CCNC(=O)c2cnn(-c3ccc(Cl)cc3)c2C2CCN(C(=O)OC(C)(C)C)CC2)CC1	.	.	-5%	.	.	3%	-9%	-8%
C#C[C@]1(OC(C)=O)CC[C@H]2[C@@H]3CCC4=CC(=O)CC[C@@H]4[C@H]3CC[C@@]21C	4%	-9%	1%	.	.	-3%	?	-3%
Cc1cc(C(=O)COC(=O)c2ccc(O)cc2)c(C)n1CC1COc2ccccc2O1 (stereo unspecified)	16%	-16%	0%[53 µM]	2%	-13%	?	-7%	2%[53 µM]
Cc1cc2[nH]c(=O)c(=O)[nH]c2cc1S(=O)(=O)Nc1cccc(C(F)(F)F)c1	.	.	?	.	.	-1%	2%	3%
C=CCNC(=O)CSCc1ccc(Br)cc1	3%	i	-1%	12%	5%	-4%	-10%	-2%
CCCCCOC(=O)CC(C(=O)OCCCCC)N1CCCCC1 (stereo unspecified)	-4%	1%	0%	4%	39%[activator]	-1%	?	16%
Cc1cccc2c(-c3ccccc3)cc(=O)[nH]c12	-1%	-5%	-1%	?	-6%	0%	-2%	7%
CC1=CC(c2ccccc2)=Nc2ccc(C)cc2N1	3%	-3%	-1%	?	11%	4%	-8%	0%
Clc1ccccc1-c1nnc(CNC2CC2)o1	5%	-6%	-2%	-2%	3%	-2%	4%	-4%
COc1ccc(C)cc1N(CC(=O)Nc1ccc2c(c1)OCCO2)S(C)(=O)=O	-9%	15%	-1%	2%	-6%	-9%	3%	8%
O=c1oc(-c2cccs2)nc2c1cnn2-c1ccccc1	4%	-5%	-1%	?	-2%	-12%	-11%	-4%
Cc1ccc(C)c(Cn2c3ccccc3c3cnn(CC(=O)NC(C)c4ccccc4)c(=O)c32)c1 (stereo unspecified)	.	.	0%	.	.	4%	4%	1%

Next part
structure	RGS12 GoLoco inh	RECQ1 helicase	TexasRed fluor	KDM4E inh	L3MBTL1 inh	Tau fibril FP	Tau ThT inhib	TRb SRC2 PPI
Cc1c(C(=O)Nc2ccc(F)c(Cl)c2)oc2ccc(S(=O)(=O)N(C)C3CCCCC3)cc12	.	.	-1%	.	.	?	7%	-2%
Cc1cc(NCc2cccnc2)no1	1%	-4%	-8%	-2%	57%[activator]	-11%	-1%	-5%
O=[N+]([O-])c1ccc(N/N=C\c2ccccc2OCc2ccccc2)cc1	4%	-19%	1%	4%	11%	6%	8%	0%
CCCCc1nc(Cl)c(CO)n1Cc1ccc(-c2ccccc2-c2nn[nH]n2)cc1	-3%	10%	-1%	-1%	.	-5%	0%	5%
Cc1ccc(Oc2ccc(C(=O)NC3CCSC3=O)cn2)cc1 (stereo unspecified)	-8%	-16%	1%	14%	-3%	-4%	-4%	6%
CCOC(=O)NC(=O)c1cn(CCN(C)C)c(=O)[nH]c1=O	-10%	-11%	-4%	-2%	2%	-3%	17%	2%
COc1cc(OC)cc(OCC(O)Cn2cnc3cc(C)c(C)cc32)c1 (stereo unspecified)	8%	-7%	1%	4%	-4%	-6%	-5%	10%
Cc1cccc(OCC(=O)N/N=C/c2ccc3c(c2)OCO3)c1	-1%	-2%	0%	-2%	5%	-7%	?	-6%
Cc1cccc(OC(=O)NCCOC(=O)N(O)c2ccc(Cl)cc2)c1	1%	-12%	0%	6%	-15%	-3%	-8%	-15%
CCOC(=O)C(C(=O)Nc1ccccc1C)C1CCCCC1 (stereo unspecified)	8%	-17%	-4%	2%	.	-3%	-4%	4%

Some values from the results shown.
Tau ThT inhib with `CCCCc1nc(Cl)c(CO)n1Cc1ccc(-c2ccccc2-c2nn[nH]n2)cc1` reads 0%
Tau ThT inhib with `Cc1cccc(OC(=O)NCCOC(=O)N(O)c2ccc(Cl)cc2)c1` reads -8%
